mHTT CaM bind: mutant huntingtin-calmodulin interaction inhibitors – biochemical, AlphaScreen, primary screen; AlphaScreen His-mHTT/GST-CaM binding, luminescence; inhibition, % at 15 µM; P42858; 3.6% of 190,000 active;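 also: 0% = both proteins with DMSO and 100% = one protein alone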
Pf apPOL block: Pf-apPOL inhibitors, biochemical, fluorescence. Plasmodium falciparum apicoplast DNA polymerase (apPOL). Recombinant Pf-apPOL, molecular beacon fluorescence, 1.5 h. inhibition, % at 10 µM. 0.25% of 210,000 active
* marks the source's active call; other numbers are inactive results; i = inactive; / = not tested or not shown; & = joins results of further samples. Rule as the data show it: active = inhibition above about 50%; inactive = the rest.

Results follow in this order: mHTT CaM bind | Pf apPOL block
COCCNC(=O)C1(C)CCC(=O)N1Cc1ccc(C)cc1 (stereo not drawn)
    -2 | 5
N#CC[C@H](Cc1ccccc1)N1CCN(Cc2ccccc2)CCC1=O
    11 | -6
CC1(C)Cc2ccccc2-c2nnc(-c3ccccc3[N+](=O)[O-])n21
    4 | -6
COc1cc(C(C[N+](=O)[O-])c2c(C)[nH]c3ccccc23)ccc1O (stereo not drawn)
    61* | 1
Cn1nc(-c2nc(Cc3ccccc3)no2)c2c1CCN(C(=O)c1cccc(Cl)c1)C2
    -6 | -7
O=C1CCN(c2cccc(Cl)c2)N1
    0 | 14
CCOc1ccc(CC(=O)Nc2ccc(F)cc2)cc1OCC
    3 | 0
O=C(NCCN1CCOCC1)C1CC(c2ccc(Cl)cc2)=NO1 (stereo not drawn)
    -1 | -2
Cc1cccc(-n2ccnc2SCC(=O)Nc2ccc(Cl)c(Cl)c2)c1C
    95* | -7
Cc1ccc(S(=O)(=O)N2CCC(=O)N([C@H](COCc3cccc(C)c3)Cc3ccccc3)CC2)cc1
    13 | -2
Cc1ccccc1CNC(=O)c1cccc([N+](=O)[O-])c1C
    -8 | -6
O=C(Nc1ccc(Br)cc1)c1noc2c1CCCC2
    -4 | -6
Cc1cccc(NC(=O)CN2CCCN(S(=O)(=O)c3ccc(Br)s3)CC2)c1
    -6 | 2
CC(C)CN(CC(C)C)S(=O)(=O)c1ccc(C(=O)Nc2nnc(-c3ccc(F)cc3)o2)cc1
    1 | -16
O=C(CN1C(=O)C2(OCCCO2)c2ccccc21)NC1CCCCC1
    -12 | -11
CCOc1ccccc1C(=O)N1CCC2(CC1)NC(=O)N(Cc1ccccc1)C2=O
    14 | 4
CCOc1ccc(-c2csc3c(=O)n(C)cnc23)cc1OCC
    1 | -3
COc1cccc(NC(=O)COc2ccc(N3CC(C(=O)NCC(C)C)CC3=O)cc2)c1 (stereo not drawn)
    0 | -4
O=C(Nc1ccc(Cl)cc1Cl)c1ccccc1Cl
    -13 | 1
O=C(Nc1ccccc1C(F)(F)F)c1ccc(Cl)cc1Cl
    -8 | 2
OC(COCCC12CC3CC(CC(C3)C1)C2)CN1CCN(c2ccccc2F)CC1 (stereo not drawn)
    53* | 5
COc1ccc(-n2c3c(cc(C(=O)Nc4ccc(Cl)cn4)c2=O)C(=O)CCC3)cc1
    14 | -4
CC(C)(C)c1ccc(-c2nn(CN3CCC(c4ccccc4)C3)c(=S)n2-c2ccccc2)cc1 (stereo not drawn)
    -1 | /
CC(C)Cn1c(C2CCN(C(=O)CSc3ccccc3)C2)nc2ccncc21 (stereo not drawn)
    0 | -4
CS(=O)(=O)N1CCN(c2ccc([N+](=O)[O-])c3ncccc23)CC1
    2&4 | 6&-5
COc1ccc2c(c1)CN(C)S(=O)(=O)c1ccccc1-2
    -2 | -6
O=C(c1ccc(-c2cncnc2)nc1)N1CCN(c2cccc(Cl)c2)CC1
    29 | -3
CSC(=NCc1ccco1)NC#N
    / | -1
c1ccc(Cc2nnc3c4ccccc4nc(N4CCOCC4)n23)cc1
    -8 | -3
CNC(=O)c1c[nH]c2ccc(S(=O)(=O)Nc3cccc(Cl)c3C)cc2c1=O
    5 | -13
Cc1ccc(S(=O)(=O)N2CCC(=O)N(CCOCc3cccc(C(F)(F)F)c3)CC2)cc1
    7 | -1
Cc1ccnc(Nc2ccc(N3CCN(C(=O)c4snnc4C)CC3)nn2)c1
    -8 | -4
Cn1nc([N+](=O)[O-])nc1Oc1ccc(C(C)(C)C)cc1
    -7 | 5
c1cncc(-c2noc(C34CC5CC(CC(C5)C3)C4)n2)c1
    0 | 5
O=C1CN(c2ccccc2)CC(=O)N1
    4 | -3
CCN(C)C(=O)C1CCN(c2cccc(C)c2C)C1=O (stereo not drawn)
    -1 | 1
CCC1CN(C(=O)Nc2ccc(OC)c(OC)c2)c2cc(C)ccc2O1 (stereo not drawn)
    10 | 0
O=c1ccc(-c2noc(Cc3ccccc3F)n2)c[nH]1
    -5 | 9
Cc1cccc(C)c1NC(=S)N(CCC#N)C(C)C
    / | -3&0
COc1cccc2c1c(NS(=O)(=O)c1cccc3nonc13)nn2C
    / | -8
CCOC(=O)C1CSCCS(=O)(=O)N1Cc1cccc(Cl)c1 (stereo not drawn)
    -3 | -1
CCn1c(-c2cc(NC(C)=O)n[nH]2)cc2cc(OC)ccc21
    18 | 1
CC(C)n1c(C2CCN(C(=O)c3ccc(C#N)cc3)C2)nc2ccncc21 (stereo not drawn)
    5 | 0
Cc1ccsc1C(=O)Nc1cccn2c(C)nnc12
    -1 | 2
COc1ccc(/C=C2\C=C(c3ccc(OC)cc3)OC2=O)cc1
    9 | 1
COC1CCN(S(=O)(=O)c2cc(F)cc(F)c2)CC1
    -17 | -4
CCC(=O)N1CCc2cc(N3CC(C(=O)Nc4ccc(OC)cc4C)CC3=O)ccc21 (stereo not drawn)
    3 | 6
CCn1c(SC)nnc1-c1nn(C)c2c1CN(C(=O)c1ccc(C#N)cc1)CC2
    -1 | -6
COc1cc(C2C(C#N)=C(N)OC3=C2C(=O)CCC3)c([N+](=O)[O-])cc1OC (stereo not drawn)
    44 | -9
COc1ccc(CNCCC2(O)CC(C)N(C)CC2C)cc1 (stereo not drawn)
    2 | 0
Cc1cccc(N2CCN(CC(O)c3ccc4c(c3)CCN4)CC2)c1C (stereo not drawn)
    22 | 1
N#CC(=Cc1ccc(Cl)c(Cl)c1)c1ccc(NC(N)=O)cc1
    / | -5
C(=Nc1c2ccccc2nc2ccccc12)c1ccco1
    56* | /
CCC(=O)NC1CCN(C(=O)c2ccccc2)C1 (stereo not drawn)
    -2 | 1
COc1ccc(N=C2NC(=O)C(CO)(CO)S2)cc1
    -1 | -9
Cc1ccc(C)c(N2CCN(C(=O)c3cc(C4CC4)on3)CC2)c1
    2 | -3
Cc1ccc2c(c1)C1CN(C)CCC1N2C(=O)c1ccc([N+](=O)[O-])cc1 (stereo not drawn)
    7 | 7
COc1cc(-c2[nH]nc3c2C(c2cccnc2)C(C#N)=C(N)O3)cc(OC)c1OC (stereo not drawn)
    10 | 0
CCOc1ccccc1C(=O)O/N=C(\N)c1ccncc1
    i | -3
CCOC(=O)c1oc2cc(OC)ccc2c(=O)c1-c1ccccc1OC
    -8 | -3

Remaining list, next part:
Results follow in this order: mHTT CaM bind | Pf apPOL block
CCn1cc(C(=O)Nc2ccc(OC)cc2OC)c(=O)c2ccc(C)nc21
    -2 | -4
O=c1c(Cl)c(Cl)cnn1Cc1ccccc1
    -1 | 5
COc1ccc(C=C2Oc3c4c(cc(C)c3C2=O)OCN(Cc2ccncc2)C4)cc1
    35 | -19
CC(C)(C)C1CCc2c(sc3c2C(=O)NC(c2ccccc2F)N3)C1 (stereo not drawn)
    5 | 1
O=C1OC(N2CCN(CCO)CC2)c2ccccc21 (stereo not drawn)
    2 | -3
NC(=O)c1c(NC(=O)Cc2ccc([N+](=O)[O-])cc2)sc2c1CCCCC2
    22 | 0
CCn1cc(C(=O)N2CCN(c3ccccc3OC)CC2)c(=O)c2ccc(C)nc21
    6 | -6
O=C(c1cccc(C(F)(F)F)c1)N1CCCC(C(=O)N2CCCCCC2)C1 (stereo not drawn)
    30 | 22
CC(C)COC(=O)C(C)Nc1n[nH]c(=S)[nH]c1=O (stereo not drawn)
    -6 | /
Cc1ccc2nc(C(=O)NCCN3CCCCC3C)cn2c1 (stereo not drawn)
    4 | -1
CCCCn1cnc2c(-c3ccc(OC)cc3)csc2c1=O
    -38 | -6
CCc1ccc(N(CC)C(=O)c2coc(=O)c3ccccc23)cc1
    -2 | -3
CCOc1ccc(NC(=O)CSc2nc3c(cnn3-c3ccc(C)c(C)c3)c(=O)[nH]2)cc1
    -7 | 2
N#Cc1ccc(C(=O)N2CCC(CCOc3ccccc3F)CC2)cc1
    7 | 1
CC(CNc1cc(Cl)ccc1[N+](=O)[O-])Oc1nonc1-c1ccccc1 (stereo not drawn)
    25 | -4
CC(=O)c1ccc(N2CCN(C(=O)c3csc(Nc4ccccn4)n3)CC2)cc1
    -4 | -6
Cc1c(OC(=O)CCC2CCCC2)ccc2c(=O)c(-c3nc4ccccc4s3)coc12
    -1 | -1
O=C(Nc1ccc(N2CCCN(Cc3ccc(F)cc3)C2=O)cc1)c1cccs1
    -3 | -2
C[C@@H](CSc1ccc(Br)cc1)CN1CC[C@H](C(C)(C)C)CCC1=O
    -15 | -2
C=CCOCC(=O)c1ccc(NC(C)=O)cc1
    -1 | 5
CCNC(=O)N1CCOc2ccc(C)cc21
    4 | -5
CCS(=O)(=O)N1CCC(n2cnc3ccc(Cl)cc3c2=O)CC1
    -5 | -2
O=C(c1ccc(OCC2CCN(C(=O)c3ccsc3)CC2)cc1)N1CCOCC1
    1 | -2
CCNc1cc(N2CCC(CCC(=O)NCc3ccccn3)CC2)ncn1
    2 | -8
COc1cccc(C(O)CN2CCN(c3cc(C)ccc3C)CC2)c1 (stereo not drawn)
    2 | 1
O=C(C1CCN(c2cncnc2N2CCCCC2)CC1)N1CCCC1
    -6 | -6
C=CCC1c2cccc(C(=O)O)c2C(=O)N1c1ccc(OC)cc1 (stereo not drawn)
    -4 | -13
Cc1ccc(-n2nc3ccc(NC(=O)COc4ccccc4C)cc3n2)cc1
    -3 | -5
OCCCNCC(O)Cn1c2c(c3cccc(Cl)c31)CCCC2 (stereo not drawn)
    21 | -1
COc1cccc(NC(=O)CN2CCC(c3nc(-c4ccc(F)cc4)no3)CC2)c1
    1 | -8

Arranged by SMILES length (high to low): some entries from above
Results follow in this order: mHTT CaM bind | Pf apPOL block
CCOc1ccc(NC(=O)CSc2nc3c(cnn3-c3ccc(C)c(C)c3)c(=O)[nH]2)cc1
    -7 | 2
Cc1c(OC(=O)CCC2CCCC2)ccc2c(=O)c(-c3nc4ccccc4s3)coc12
    -1 | -1
COc1cccc(NC(=O)CN2CCC(c3nc(-c4ccc(F)cc4)no3)CC2)c1
    1 | -8
CC(CNc1cc(Cl)ccc1[N+](=O)[O-])Oc1nonc1-c1ccccc1 (stereo not drawn)
    25 | -4
CCn1cc(C(=O)Nc2ccc(OC)cc2OC)c(=O)c2ccc(C)nc21
    -2 | -4
C=CCC1c2cccc(C(=O)O)c2C(=O)N1c1ccc(OC)cc1 (stereo not drawn)
    -4 | -13
N#Cc1ccc(C(=O)N2CCC(CCOc3ccccc3F)CC2)cc1
    7 | 1
COc1cccc(C(O)CN2CCN(c3cc(C)ccc3C)CC2)c1 (stereo not drawn)
    2 | 1
OCCCNCC(O)Cn1c2c(c3cccc(Cl)c31)CCCC2 (stereo not drawn)
    21 | -1
CCCCn1cnc2c(-c3ccc(OC)cc3)csc2c1=O
    -38 | -6
Cc1ccc2nc(C(=O)NCCN3CCCCC3C)cn2c1 (stereo not drawn)
    4 | -1
O=C1OC(N2CCN(CCO)CC2)c2ccccc21 (stereo not drawn)
    2 | -3
C=CCOCC(=O)c1ccc(NC(C)=O)cc1
    -1 | 5
O=c1c(Cl)c(Cl)cnn1Cc1ccccc1
    -1 | 5
CCNC(=O)N1CCOc2ccc(C)cc21
    4 | -5

(list continues)
Molecule	mHTT CaM bind	Pf apPOL block
CC(C)CCOc1ccc(NC(=O)C2OC3OC(C)(C)OC3C3OC(C)(C)OC23)cc1 (stereo not drawn)	-3	2
Cn1cc(C2=CCN(S(=O)(=O)c3cccc(C(F)(F)F)c3)CC2)c2cccnc21	15	0
c1ccc(-c2cc(N3CCOCC3)n[nH]2)cc1	-5	-4
Cc1ccccc1-c1ccc(N2CCC(C(=O)N3CCc4ccccc4C3)CC2)nn1	-16	-20
O=C(NC1CC1)c1cc(N2CCCC2)nc2ccccc12	-3	-1
CCOc1ccc(NC(=O)N2CCCC(c3cccc(C(=O)NCCCOC)c3)C2)cc1 (stereo not drawn)	-1	-2
COc1ccc(C2CCCN2C(=O)Nc2cccc(OC)c2)cc1 (stereo not drawn)	-7	-5
COc1ccc(OC)c(NC(=O)c2cc(S(=O)(=O)N3CCOCC3)ccc2F)c1	34	0
O=C(NCc1cccnc1)C1CN(S(=O)(=O)c2cccs2)CC12CCCCC2 (stereo not drawn)	2	1
CCOC(=O)COc1ccc2c(c1)OC(=Cc1ccccc1OC)C2=O	0	5
CC(=O)Nc1ccc(-c2noc(C3CCN(C(=O)COc4ccc(F)cc4)CC3)n2)cc1	-7	-2
COCc1cc(=O)[nH]c(-c2ccncc2)n1	4	-4
COc1ccccc1NC(=O)c1cc2c(s1)CN(C(C)C)C2	-4	-5
Cc1ccc([N+](=O)[O-])c(C2=N/C(=C/c3cccc(F)c3)C(=O)O2)c1	8	-1
Cc1ccc(CN(c2ccc(C(=O)N3CCOCC3)cc2)S(C)(=O)=O)cc1	-2	8
COc1ccc(-c2nnc3[nH]c(=O)n(C)c(=O)c3n2)cc1OC	2	4
CCOC(=O)CCC(=O)Nc1ccc(C)c(N2CCCCC2=O)c1	-9	-9
O=C(CCS(=O)(=O)Cc1ccccc1Cl)NCC1CCCO1 (stereo not drawn)	-5	-11
COc1ccc(S(=O)(=O)Nc2nc3ccc(S(C)(=O)=O)cc3s2)cc1	1	/
CCSc1nnc(NC(=O)CSc2nnc(C)c(=O)[nH]2)s1	-12	2
COCC(C)NC(=O)c1ccc(Cl)cc1[N+](=O)[O-] (stereo not drawn)	-2	-7
O=C(CSc1nccn1Cc1cccs1)Nc1cccc(Cl)c1	24	-4
CCCCNC(=O)C1CCN(c2cc(N3CCSCC3)ncn2)CC1	-9	-1
Cn1nc(C(=O)Nc2cccc(Br)c2)cc1C(=O)Nc1cccc(Br)c1	-1	10
O=C(CCc1conc1-c1ccc(F)cc1)NCc1cccc(F)c1	-12	-1
O=C(CN1CCN(Cc2nc3ccccc3[nH]2)CC1)Nc1ccc(F)cc1F	-11	-5
COc1cccc(Oc2nc3c(c(=O)n(C)c(=O)n3C)n2Cc2c(F)cccc2Cl)c1	0	-2
COc1c(Cl)cc(Cl)cc1/C=C1\SC(=N)NC1=O	15	-9
O=C(NC1(c2nc(C3CC3)no2)CCCCC1)c1ccc[nH]c1=O	-9	0
O=C(Nc1ccc(Br)cc1)c1cccc(S(=O)(=O)NCc2ccco2)c1	5	-2

Assay outcomes as filed in PubChem.
